# Screens as filed in PubChem.
# GLA spleen mod = qHTS Assay for Inhibitors and Activators of Human alpha-Galactosidase From Spleen Homogenate; Alpha-galactosidase A (Homo sapiens), P06280; human spleen homogenate, 4MU-alpha-Gal fluorescence, 40 min; Potency, µM (titrated, usually from 80 µM), for inactives: at the top dose activity change, negative = inhibition, actives largely listed as inhibitors; actives 0.008% (n = 240,000); AID 2107, 2009;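 note: 0% = enzyme with vehicle and -100% = no enzyme basal signal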
# Target sequence (P06280 32-429 limits assumed): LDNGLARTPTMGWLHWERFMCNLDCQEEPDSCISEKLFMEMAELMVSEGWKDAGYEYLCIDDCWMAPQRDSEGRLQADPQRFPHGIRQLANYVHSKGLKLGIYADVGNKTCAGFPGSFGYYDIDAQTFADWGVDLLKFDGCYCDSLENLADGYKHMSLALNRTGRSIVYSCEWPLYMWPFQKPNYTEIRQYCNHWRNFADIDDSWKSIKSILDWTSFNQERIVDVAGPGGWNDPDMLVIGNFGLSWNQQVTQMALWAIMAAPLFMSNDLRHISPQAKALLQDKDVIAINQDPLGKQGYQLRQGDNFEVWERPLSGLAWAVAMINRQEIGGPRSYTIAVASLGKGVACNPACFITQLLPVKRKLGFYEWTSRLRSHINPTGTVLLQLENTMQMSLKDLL
#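 Human spleen homogenate (1 ug) was the enzyme source, with 4-methylumbelliferyl-alpha-D-galactopyranoside (1 mM final) in pH 5.0 citrate buffer with 0.01% Tween-20. Compounds were titrated; after 40 min at 37C, NaOH/glycine stop, 4-MU fluorescence read; AC50 from Hill fits.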
# L3MBTL1 inh = qHTS Assay for the Inhibitors of L3MBTL1; actives 0.66% (n = 230,000); AlphaScreen L3MBTL1–H3K9me1 peptide binding; AID 485360, 2010; Lethal(3)malignant brain tumor-like protein 1 (Homo sapiens), Q9Y468; Potency, µM (top dose mostly 57.1 µM), for the others: at the highest dose activity, negative = inhibition, actives largely listed as inhibitors; note: nearly all actives have a fitted effect of over 60% in size
#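 AlphaScreen proximity signal between nickel-chelate acceptor and streptavidin donor beads (final 10 ug/mL) reports binding of 50 nM L3MBTL1 to 75 nM biotin-H3 K9me1 peptide; complex incubated with compounds 30 min at room temperature; cefsulodin titration as control.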
# TRb SRC2 PPI = qHTS for Inhibitors of the Interaction of Thyroid Hormone Receptor and Steroid Receptor Coregulator 2 | Thyroid hormone receptor beta (Homo sapiens), P10828 | actives 0.065% (n = 280,000) | Potency, µM (top dose mostly 106 µM), inactives show top-dose activity change, negative = inhibition, most hits filed as inhibitors | TRbeta-SRC2 peptide binding, fluorescence polarization; receptor liganded with 1 µM T3;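 note: plate controls were bound peptide for no effect and peptide without receptor for full effect; nearly all actives have a fitted effect of over 50% in size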
# Target sequence (P10828 whole entry, looked up): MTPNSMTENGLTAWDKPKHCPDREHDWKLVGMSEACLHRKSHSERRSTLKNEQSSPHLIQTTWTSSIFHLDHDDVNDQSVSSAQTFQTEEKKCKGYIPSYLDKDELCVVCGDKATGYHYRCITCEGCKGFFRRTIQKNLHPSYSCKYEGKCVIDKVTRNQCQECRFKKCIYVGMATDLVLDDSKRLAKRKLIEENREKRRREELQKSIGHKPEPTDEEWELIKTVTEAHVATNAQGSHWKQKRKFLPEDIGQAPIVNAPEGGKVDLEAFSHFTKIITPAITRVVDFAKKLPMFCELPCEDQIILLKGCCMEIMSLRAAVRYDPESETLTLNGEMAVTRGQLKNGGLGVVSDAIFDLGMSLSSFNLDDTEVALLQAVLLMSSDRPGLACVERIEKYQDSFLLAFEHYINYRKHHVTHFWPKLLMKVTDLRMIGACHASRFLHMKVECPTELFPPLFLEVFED
#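 Decrease in fluorescence polarization of 20 nM Texas Red SRC2 coactivator peptide flagged inhibition of its binding to 0.6 uM TRb LBD; 1 uM T3 included, incubation 5 hr, ex 555/em 632 nm.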
# Tau FP inhib = qHTS for Inhibitors of Tau Fibril Formation, Fluorescence Polarization; Microtubule-associated protein tau (Homo sapiens), P10636; K18 P301L tau heparin fibrillization, Alexa594 FP, 6 h; Potency, µM (doses to about 57.7 µM), for the others: at the highest dose activity, negative = inhibition, hits mostly inhibitors; actives 0.39% (n = 280,000); note: nearly all actives have a fitted effect of over 55% in size
#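 Human tau K18 […] P301L fragment, 15 uM unlabeled plus 0.24 uM Alexa 594-labeled tau (final), with compound and 20 uM heparin in 100 mM sodium acetate pH 7; 6 hr at 37 C, then Alexa 594 FP read.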
# TexasRed fluor = Total Fluorescence Counterscreen for Inhibitors of the Interaction of Thyroid Hormone Receptor and Steroid Receptor Coregulator 2; TRb/SRC2 Texas Red total fluorescence interference; Potency, µM (titrated, usually from 106 µM), for inactives: at the highest dose fluorescence change, negative = quenching; actives 0.29% (n = 280,000); active = well fitted curve in either direction with a large enough effect; inconclusive = small, poorly fitted or top-dose-only effect
#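 Flags fluorescent or light-absorbing compounds by total fluorescence, S + 2P, at 555 nm excitation and 632 nm emission. Mixture: 20 nM Texas Red SRC2 peptide, 0.6 uM human TRb LBD, 1 uM T3, 5% DMSO; compound exposure 5 h at ambient temperature.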
# Tau fluor counter = Counterscreen qHTS for Inhibitors of Tau Fibril Formation, Fluorescence Polarization | AID 1463, 2008 | Potency, µM (series often up to 57.7 µM), inactives show at the highest dose activity change, negative = decrease | tau K18 P301L Alexa594 fluorescence, heparin fibrillization | actives 0.93% (n = 280,000); note: nearly all actives have a fitted effect of over 55% in size
#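 Human tau K18 P301L (15 uM unlabeled, 0.24 uM Alexa 594-labeled) in 100 mM sodium acetate pH 7 with 20 uM heparin, 6 hr at 37 C. ThT 30 uM added, 1 hr ambient; Alexa 594 FP and total fluorescence read at 555/632 nm.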
# Tau fibril ThT = qHTS for Inhibitors of Tau Fibril Formation, Thioflavin T Binding; Microtubule-associated protein tau (Homo sapiens), P10636; recombinant tau K18 P301L (four-repeat tau fragment), heparin-induced fibrillization, ThT fluorescence; Potency, µM (doses to about 57.4 µM), without a hit: at the top dose activity, negative = inhibition, most hits filed as inhibitors; actives 2.1% (n = 270,000); AID 1460, 2008; note: nearly all actives have a fitted effect of over 55% in size
#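 Tau K18 P301L fragment (15 uM unlabeled plus 0.24 uM Alexa 594-labeled) in 100 mM sodium acetate pH 7 with compound, fibrillization induced by 20 uM heparin for 6 hr at 37 C. Thioflavin T (30 uM) added, fluorescence read after 1 hr (ex 450, em 510 nm).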
# ALDH1A1 inh = qHTS Assay for Inhibitors of Aldehyde Dehydrogenase 1 (ALDH1A1) | Purified ALDH1A1, NADH fluorescence, propionaldehyde substrate | actives 7.3% (n = 220,000) | Aldehyde dehydrogenase 1A1 (Homo sapiens), P00352 | Potency, µM (top dose mostly 75.3 µM), without a hit: at the highest dose activity, negative = inhibition, hits mostly inhibitors; active = well fitted inhibition curve with a large enough effect, not every such curve was filed as active; inconclusive = small, poorly fitted or top-dose-only effect, or another doubt; inactive = no such curve, though single readings can be large or run the other way;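 note: plate controls were no enzyme wells and a reference inhibitor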
# The depositor's hits bear a star; ? = inconclusive; / = no result given; & = joins results of further samples; [ ] = dose if it differs, or a comment. Unless noted, calls come from the whole dose curve; as a rule, active = well fitted curve in the direction sought with a large enough effect; inconclusive = small, poorly fitted or top-dose-only effect, or another doubt; inactive = no such curve, though single readings can be large; an effect the other way counts as inactive or inconclusive. Unless noted, % is set by controls: 0 for no effect and ±100 for the full control effect; potency is the fitted concentration of half-maximal effect.
# Every second line gives: GLA spleen mod, L3MBTL1 inh, TRb SRC2 PPI, Tau FP inhib, TexasRed fluor, Tau fluor counter, Tau fibril ThT, ALDH1A1 inh
O=C(c1ccc(COc2ccccc2Cl)o1)N1CCN(Cc2ccc3c(c2)OCO3)CC1
    0.3%&-5.0%, -15.1%&-28.0%, -4.5%&-7.2%, -11.1%&-4.4%, 0.7%&0.7%, -18.5%&-6.7%, ?, -11.9%&-0.2%
O=C(NC1CC(=O)N(c2ccc(Cl)cc2)C1)C1CCCCC1 (stereo not given)
    /, /, -4.4%, -14.0%, -2.4%, -5.4%, -1.0%, /
O=C(CSc1oc(-c2ccc(F)cc2)nc1S(=O)(=O)c1ccc(Cl)cc1)c1ccccc1
    /, /, -1.5%, ?, -0.5%, -29.4%, 1.5%, /
CCOc1ccc(-n2cnc3scc(-c4ccc(OC)c(OC)c4)c3c2=O)cc1
    -3.4%, -8.2%, 7.4%, 2.3%, -2.2%, -19.3%, -18.4%, -0.6%
COc1cc(NC(=S)NCCSc2ccc(C)cc2)cc(OC)c1
    -1.1%, -9.8%, 16.7%, ?, 0.5%, ?, 5.8%, ?
CCc1ccccc1NC(=O)Cn1c(=O)n(-c2ccc(C)cc2)c(=O)c2cc(OC)c(OC)cc21
    /, /, 0.1%, -13.8%, -0.2%, -7.9%, 1.5%, /
Cc1ccccc1C(=O)NC1CCN(C(=O)Nc2ccccc2Cl)CC1
    7.6%, ?, -1.6%, 2.5%, 1.2%, -17.2%, -9.8%, 10.1%
COC(=O)c1ccc(NC(=O)N2CCN(c3nnc(C)c4c(C)n(-c5ccccc5)nc34)CC2)cc1
    /, /, 1.7%, 0.0%, -9.0%, 0.2%, -17.0%, /
COc1ccc(-c2cc(C(=O)NCc3ccc(C)cc3)c3cc(C(C)C)ccc3n2)cc1
    /, /, -2.4%, 0.4%, -1.1%, -7.4%, 5.2%, /
Cn1cccc1CNC(=S)Nc1ccccc1F
    0.5%, /, 6.3%, -10.3%, 0.0%, -10.9%, -6.0%, -2.6%

# Arranged by length of the SMILES (lowest first): some entries from above
# Every second line gives: GLA spleen mod, L3MBTL1 inh, TRb SRC2 PPI, Tau FP inhib, TexasRed fluor, Tau fluor counter, Tau fibril ThT, ALDH1A1 inh
CCOc1ccc(-n2cnc3scc(-c4ccc(OC)c(OC)c4)c3c2=O)cc1
    -3.4%, -8.2%, 7.4%, 2.3%, -2.2%, -19.3%, -18.4%, -0.6%
O=C(c1ccc(COc2ccccc2Cl)o1)N1CCN(Cc2ccc3c(c2)OCO3)CC1
    0.3%&-5.0%, -15.1%&-28.0%, -4.5%&-7.2%, -11.1%&-4.4%, 0.7%&0.7%, -18.5%&-6.7%, ?, -11.9%&-0.2%
COC(=O)c1ccc(NC(=O)N2CCN(c3nnc(C)c4c(C)n(-c5ccccc5)nc34)CC2)cc1
    /, /, 1.7%, 0.0%, -9.0%, 0.2%, -17.0%, /

# The main list resumes, starting 2 compounds before the break.
# Every second line gives: GLA spleen mod, L3MBTL1 inh, TRb SRC2 PPI, Tau FP inhib, TexasRed fluor, Tau fluor counter, Tau fibril ThT, ALDH1A1 inh
COc1ccc(-c2cc(C(=O)NCc3ccc(C)cc3)c3cc(C(C)C)ccc3n2)cc1
    /, /, -2.4%, 0.4%, -1.1%, -7.4%, 5.2%, /
Cn1cccc1CNC(=S)Nc1ccccc1F
    0.5%, /, 6.3%, -10.3%, 0.0%, -10.9%, -6.0%, -2.6%
COc1cc(/C=N/NC(=O)CCC(=O)NCc2ccccc2)cc(OC)c1OC
    8.6%, 0.9%, -1.7%, -6.9%, -5.1%, -1.1%, 1.2%, 2.3%
COc1cccc(C(=O)NCc2ccccc2OC)c1
    -7.4%, 1.6%, 3.4%, -8.3%, -2.7%, -0.4%, 7.5%, -11.5%
Cc1[nH]nc2c1C(=O)CC(C)(C)C2
    -0.1%, 6.6%, -8.9%, 2.8%, 2.7%, 3.1%, 0.7%, 1.3%
CCn1c2ccccc2c2cc(/C=N/n3c(C)nnc3C)ccc21
    9.0%, /, 1.9%, -1.0%, -1.3%, 3.7%, 11.7%, ?
CCN1CCN(C(=O)C(C)N(c2ccc(C)cc2)S(C)(=O)=O)CC1 (stereo not given)
    4.6%, 31.7%[activator][11.4 µM], 3.7%, 4.1%, -0.4%, 8.4%, -3.1%, 5.8%
Cn1nc(C(=O)N2CCN(c3ccc(Cl)cc3)CC2)c2c1-c1ccccc1SC2
    /, /, 2.8%, -3.5%, 0.8%, -2.3%, -6.3%, /
Cn1c(=O)[nH]c(=O)c2c1nc(N/N=C/c1ccncc1)n2Cc1ccc(Cl)cc1
    ?, /, -6.7%, 1.2%, -2.1%, -5.4%, /, /
O=C(CCCOc1ccc(Cl)cc1Cl)NCCCn1ccnc1
    -5.9%, -2.4%, -0.5%, 0.8%, -1.4%, 0.0%, 1.9%, 7.9%
COc1ccc(N(Cc2nnc3n2CCCCC3)C(=O)Nc2cccc(C)c2)cc1Cl
    /, /, -3.5%, 1.5%, 1.2%, 2.2%, 4.2%, /
Cc1ccc(NC(=S)N(Cc2ccco2)C2CCN(C(C)C)CC2)cc1
    4.5%, -12.4%, -8.5%, 0.1%, ?, -3.1%, -7.2%, ?

# 3 compounds drawn at random from those above:
# Every second line gives: GLA spleen mod, L3MBTL1 inh, TRb SRC2 PPI, Tau FP inhib, TexasRed fluor, Tau fluor counter, Tau fibril ThT, ALDH1A1 inh
O=C(c1ccc(COc2ccccc2Cl)o1)N1CCN(Cc2ccc3c(c2)OCO3)CC1
    0.3%&-5.0%, -15.1%&-28.0%, -4.5%&-7.2%, -11.1%&-4.4%, 0.7%&0.7%, -18.5%&-6.7%, ?, -11.9%&-0.2%
O=C(NC1CC(=O)N(c2ccc(Cl)cc2)C1)C1CCCCC1 (stereo not given)
    /, /, -4.4%, -14.0%, -2.4%, -5.4%, -1.0%, /
COc1ccc(-c2cc(C(=O)NCc3ccc(C)cc3)c3cc(C(C)C)ccc3n2)cc1
    /, /, -2.4%, 0.4%, -1.1%, -7.4%, 5.2%, /

# Later entries:
# Every second line gives: GLA spleen mod, L3MBTL1 inh, TRb SRC2 PPI, Tau FP inhib, TexasRed fluor, Tau fluor counter, Tau fibril ThT, ALDH1A1 inh
Fc1ccc(CSc2nnc3ccccn23)c(Cl)c1
    -15.9%, 1.9%, -0.1%, 0.1%, -0.2%, -2.7%, -1.2%, -9.9%
Nc1ccc(Nc2ccc([N+](=O)[O-])cc2[N+](=O)[O-])cc1
    -7.7%, /, -0.1%, 11.5%, -1.7%, ?, ?, 5.6%
CN(C)C(=O)Nc1ccc(Cl)c(Cl)c1
    7.0%, /, -7.0%[201 µM], -13.3%, 4.1%[201 µM], -16.4%, -10.8%, 2.7%
O=C(Nc1cccnc1)c1cccc(-c2cc3ccccc3oc2=O)c1
    8.3%, -23.0%, -2.9%, 1.2%, -2.3%, 7.3%, 13.2%, 1.9%
